From PubChem
TDP-43 yeast inh: rescues yeast growth from TDP-43 toxicity; Potency, µM (highest dose often 46.1 µM), without a hit: at the highest dose growth rescue (activation), usual class: activators; actives 1.8% (n = 410,000); TDP-43 expressing yeast growth rescue, BacTiter-Glo, 24 h; further: potency means the concentration at half of the fitted maximal effect; % of control where 0% means no effect; nearly all actives have a fitted effect of over 50% in size
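Luminescence from BacTiter-Glo reports growth of TDP-43-expressing yeast after 24 hr at 30 deg C with compound. Cells were raffinose-pregrown to mid-log, then seeded in galactose medium at OD600=0.02.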
GLP1R cytotox: cytotoxicity in counter-screen for GLP-1R inverse agonists | AID 624418 | Potency, µM (highest dose often 38.3 µM), without a hit: at the top dose activity change, negative = inhibition, most hits filed as inhibitors | actives 0.13% (n = 410,000) | HEK293 cAMP-luciferase reporter cells, luminescence, 24 h;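 further: loss of luciferase light is scored as toxicity; potency means the concentration at half of the fitted maximal effect; on the % scale 0 is the no-effect control and ±100 the full control effect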
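1536-well qHTS counterscreen of the MLSMR; 200 cells/uL, 12 h pre-incubation, 23 nL cpd, 24 h at 37 deg C 5% CO2, luciferase detection reagent, 12 min RT, luminescence. Inhibition = undesired.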
GLP-1R inv ag: inverse agonists of human GLP-1 receptor; P43220; HEK293 GLP-1R CRE-luciferase, luminescence, 24 h; GLP-1R form is constitutively active; Potency, µM (top dose mostly 38.3 µM), for inactives: at the top dose activity change, negative = inhibition, usual class: inhibitors; actives 1.6% (n = 410,000); AID 624417; further: potency means the concentration at half of the fitted maximal effect; on the % scale 0 is the no-effect control and ±100 the full control effect; nearly all actives have a fitted effect of over 55% in size
Target sequence (P43220 whole entry, looked up): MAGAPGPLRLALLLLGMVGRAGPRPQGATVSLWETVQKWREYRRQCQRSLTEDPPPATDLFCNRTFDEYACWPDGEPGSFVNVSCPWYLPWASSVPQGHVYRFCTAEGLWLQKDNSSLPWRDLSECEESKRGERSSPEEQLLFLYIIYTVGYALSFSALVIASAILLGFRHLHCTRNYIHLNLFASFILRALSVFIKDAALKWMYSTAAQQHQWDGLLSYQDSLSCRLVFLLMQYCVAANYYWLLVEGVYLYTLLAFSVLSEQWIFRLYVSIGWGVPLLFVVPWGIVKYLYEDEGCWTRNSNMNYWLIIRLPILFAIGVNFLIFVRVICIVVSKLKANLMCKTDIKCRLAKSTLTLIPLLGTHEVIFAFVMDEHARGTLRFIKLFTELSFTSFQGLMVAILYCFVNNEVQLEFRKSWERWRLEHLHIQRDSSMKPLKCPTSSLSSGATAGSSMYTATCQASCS
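Inverse agonism was detected as reduced cAMP-driven luciferase luminescence after 24 h compound treatment. The cells were HEK293 clones expressing constitutively active human GLP-1R with the reporter. Reporter-only and GPR119 cell lines served as counterscreen controls.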
DRD3 agonist: activates the human D3 dopamine receptor | P35462 | D3R DiscoveRx beta-arrestin cells, luminescence, 90 min | max activation, % | actives 0.58% (n = 410,000); in the data active means max activation above about 30%; further: 0% is about no effect; mostly tested at two doses, the higher about 12 µM
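Agonist mode: compounds and dopamine controls were applied to plated cells for 90 min at 37 degrees C after an overnight attachment at 1500 cells/well. Luminescent read-out followed 30 - 60 minutes at room temperature with DiscoveRx detection reagent.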
PTHR1 ag: activates the human parathyroid hormone receptor PTHR1; Potency, µM (titrated, usually from 115 µM), without a hit: top-dose activation, usual class: activators; actives 0.075% (n = 410,000); AID 743266; Q03431; HEK293 GP2 PTHR1 cells, GloSensor cAMP luminescence, 1 h; further: potency means the concentration at half of the fitted maximal effect; nearly all actives have a fitted effect of over 55% in size; some results filed as inactive show a strong effect at the top dose; inactives centre near -15; many of its hits are not listed in these tables
Target sequence (Q03431 whole entry, looked up): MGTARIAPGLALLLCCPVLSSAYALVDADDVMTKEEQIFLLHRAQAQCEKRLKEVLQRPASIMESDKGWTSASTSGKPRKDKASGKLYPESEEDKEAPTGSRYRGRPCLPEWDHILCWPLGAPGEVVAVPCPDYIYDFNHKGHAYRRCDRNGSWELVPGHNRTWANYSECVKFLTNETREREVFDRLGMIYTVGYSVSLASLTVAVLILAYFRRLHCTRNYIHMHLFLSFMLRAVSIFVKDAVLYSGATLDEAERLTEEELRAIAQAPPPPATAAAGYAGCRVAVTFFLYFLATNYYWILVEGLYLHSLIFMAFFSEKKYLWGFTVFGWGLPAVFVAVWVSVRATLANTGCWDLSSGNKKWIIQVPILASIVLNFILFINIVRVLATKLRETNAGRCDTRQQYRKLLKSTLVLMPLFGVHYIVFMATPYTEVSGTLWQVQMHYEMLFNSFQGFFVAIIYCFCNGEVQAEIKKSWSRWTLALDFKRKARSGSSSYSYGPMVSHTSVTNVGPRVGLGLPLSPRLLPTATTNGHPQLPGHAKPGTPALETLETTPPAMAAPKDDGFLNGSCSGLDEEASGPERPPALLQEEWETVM
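HEK-293-derived GP2 cells expressing PTHR1 and a GloSensor cAMP reporter, 3,000/well, plated overnight, given luciferin plus IBMX (each 0.5 mM as added) for 1 h at 37 °C, then compound for 1 h at 37 °C. Luminescence was read after 15 min at room temperature.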
D3 antag: D3 dopamine receptor (human) antagonism. P35462. D3R cells, DiscoveRx beta-arrestin luminescence, antagonist mode; stronger effect = lower value. max response, negative = inhibition, %. actives 2.5% (n = 360,000); in the data active means max response below about -50%; inconclusive means no clear call, values can overlap the other calls; further: on the % scale 0 is the no-effect control and ±100 the full control effect; mostly tested at two doses, the higher about 12 µM
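Cells plated overnight at 1500 cells/well, then exposed to library compounds with dopamine controls for 90 minutes at 37 degrees C. DiscoveRx reagent added for 30–60 minutes at room temperature; luminescence read, quantitative HTS format.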
KB-V1 cytotox: kills drug-selected multidrug resistant KB-V1 cells. KB-V1 MDR cells viability, CellTiter-Glo, 72 h. Potency, µM (highest dose often 46.1 µM), inactives show at the highest dose activity change, negative = cytotoxicity, hits mostly cytotoxic. actives 3.4% (n = 400,000); further: potency means the concentration at half of the fitted maximal effect; on the % scale 0 is the no-effect control and ±100 the full control effect; nearly all actives have a fitted effect of over 60% in size
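KB-V1, DMEM (no phenol red) + 10% FBS; cpd pin-transferred, titration series; 72 h, 37 degrees C; CellTiter-Glo, luminescence. Data normalized, curve-fit.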
GLP1R ag: agonists of human GLP-1 receptor. HEK293 GLP-1R CRE-luciferase, luminescence, 4-6 h; cells express a hypersensitive GLP-1R form. P43220. Potency, µM (highest dose often 45.6 µM), for inactives: at the top dose activation, hits mostly activators. actives 0.007% (n = 380,000); further: potency means the concentration at half of the fitted maximal effect; % of control where 0% means no effect
aSyn rescue: rescues yeast growth from alpha-synuclein toxicity. Yeast expressing alpha-synuclein, growth rescue, BacTiter-Glo, 24 h. Potency, µM (highest dose often 46.1 µM), for the others: at the highest dose growth rescue (activation), actives largely listed as activators. actives 0.14% (n = 370,000). AID 652106; further: potency means the concentration at half of the fitted maximal effect; % of control where 0% means no effect; nearly all actives have a fitted effect of over 65% in size
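Readout is rescue of growth in alpha-synuclein-expressing yeast, so inhibitors of toxicity appear as activators. Growth after 24 hr at 30 deg C in galactose medium is quantified by luminescence.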
* = called active by the depositor; i = inactive; ? = inconclusive; / = not tested or not shown; [ ] = remark or other dose. Unless noted, the call rests on the fitted dose curve; in most records, active means well fitted curve in the direction sought with a large enough effect; inconclusive means small, poorly fitted or top-dose-only effect, or another doubt; inactive means no such curve, though single readings can be large; an effect the other way counts as inactive or inconclusive.

SMILES	TDP-43 yeast inh	GLP1R cytotox	GLP-1R inv ag	DRD3 agonist	PTHR1 ag	D3 antag	KB-V1 cytotox	GLP1R ag	aSyn rescue
COc1ccc(C(C(=O)NC2CCCCC2)N(C(=O)Cc2c[nH]c3ccccc23)c2ccccc2C)cc1OC (stereo unspecified)	4%	-18%	?	-1	i	-18	?	-5%	-4%
COc1cccc(NC(=O)CSc2nc3ccc(NC(=O)c4cccs4)cc3s2)c1	11%	-4%	?	-1	-1%	/	0%	/	/
CCOC(=O)[C@]12CCCC=C1N(Cc1ccccc1)C(=O)[C@H](CC(=O)NCCCN1CCCC1=O)C2	25%	2%	8%	7	-22%	17	2%	/	4%
COc1cc(C2=NOC(C(=O)Nc3c(C)n(C)n(-c4ccccc4)c3=O)C2)cc(OC)c1OC (stereo unspecified)	7%	-6%	1%	5	i	7	-2%	2%	-3%
CCC1CCCCN1Cc1nc2ccccc2c(=O)n1CC(C)=O (stereo unspecified)	-18%	-6%	?	1	-3%	-4	-23%	-2%	-1%
Oc1ccccc1-c1nc2c3ccccc3c3ccccc3c2[nH]1	?	-2%	?	-7	-13%	-1	-3%	-5%	-34%[inhibitor]
COc1ccc(NC(=O)Cn2c(C(C)C)nc(C)cc2=O)cc1Cl	16%	12%	8%	1	8%	2	0%	1%	-8%
O=C(CSc1nc2ccccc2s1)Nn1cnnc1	0%	-2%	24%	-2	?	0	-10%	-6%	-8%
COc1ccc([C@H]2CC(=O)C=C(c3cc(Cl)cc(Cl)c3)C2)cc1	28%	11%	?	0	-2%	0	-12%	-2%	-1%
Cc1ccccc1OCC(=O)Nc1nnc(S(=O)(=O)N(C)c2ccccc2)s1	14%	2%	-6%	-3	i	/	/	/	/
COc1ccc(NC(=O)c2cc(-c3ccc(F)cc3OC)n[nH]2)c(OC)c1	20%	-8%	-28%	19	-4%	47	?	-3%	-7%
CCCCCCCCC(=O)NNC(=O)c1c(O)c2ccccc2n(CCC)c1=O	-61%[inhibitor]	-1%	4%	-4	-8%	-10	?	-1%	-5%
Cc1ccc(-c2nc3ccccc3c(=O)n2NC(=O)COc2ccccc2)cc1	11%	-22%	1%	4	-34%[inhibitor]	7	?	-8%	5%
O=C(NC(=Nc1nc2ccccc2o1)NC(=O)c1ccccc1)c1ccccc1	-24%	17%	17%	-11	-14%	-4	-10%	5%	-7%
Cc1nn(-c2cccc(C(=O)O)c2)c(C)c1Oc1ccccc1O	18%	-8%	2%	4	i	5	21%	-6%	2%
Cc1cccc(NC(=O)c2cc(NC(=O)CCCC(=O)O)ccc2Cl)n1	-10%	-6%	0%	-17	i	-21	-10%	-14%	?
CCOC(=O)Cc1csc(NC(=O)CCc2ccc(S(=O)(=O)N3CCOCC3)cc2)n1	-18%	3%	42%[activator]	22	-35%[inhibitor]	10	-1%	-5%	0%
CC(=O)NC(c1ccccc1)c1nc(-c2ccccc2)cs1 (stereo unspecified)	?	0%	6%	7	i	12	-4%	-6%	-1%
COc1cccc(N2C(=O)CSC23C(=O)N(CC(=O)NCc2ccc(C)cc2)c2ccccc23)c1 (stereo unspecified)	24%	-8%	6%	4	-15%	/	1%	8%	1%
Cc1cccc(OCc2n[nH]c(=S)n2-c2ccccc2)c1	13%	?	13%	-11	i	0	-4%	-1%	-6%
Cc1nnc(SCC(=O)Nc2c(Cl)cccc2Cl)[nH]c1=O	9%	-7%	9%	0	-8%	13	?	1%	-2%
Cc1ccc2[nH]c(=O)c(COC(=O)c3cccs3)cc2c1	3%	9%	5%	3	i	6	0%	13%	4%
Cn1c(N)c(N=Cc2ccccc2)c(=O)n(C)c1=O	-11%	49%[activator]	0%	0	i	3	13%	5%	-7%
Cc1ccc(-n2nnnc2SCC(=O)N2c3ccccc3NC(=O)C2(C)C)cc1	7%	2%	41%[activator]	1	-37%	46	-17%	0%	1%
CCOC(=O)C1=C(N)OC2=C(C(=O)CCC2)C1c1ccc(C)s1 (stereo unspecified)	-23%	-14%	3%	6	-7%[57.5 µM]	-24	3%	1%	-3%

Among those listed so far, two contain a COOH group.
SMILES	TDP-43 yeast inh	GLP1R cytotox	GLP-1R inv ag	DRD3 agonist	PTHR1 ag	D3 antag	KB-V1 cytotox	GLP1R ag	aSyn rescue
Cc1nn(-c2cccc(C(=O)O)c2)c(C)c1Oc1ccccc1O	18%	-8%	2%	4	i	5	21%	-6%	2%
Cc1cccc(NC(=O)c2cc(NC(=O)CCCC(=O)O)ccc2Cl)n1	-10%	-6%	0%	-17	i	-21	-10%	-14%	?

Next section.
SMILES	TDP-43 yeast inh	GLP1R cytotox	GLP-1R inv ag	DRD3 agonist	PTHR1 ag	D3 antag	KB-V1 cytotox	GLP1R ag	aSyn rescue
CC(=O)c1ccc(OC(C)C(=O)Nc2cccc(S(=O)(=O)NCc3ccco3)c2)cc1 (stereo unspecified)	8%	-21%	6%	-1	i	5	-13%	-3%	3%
Cc1ccc2c(c1)c1c(c(=O)n(-c3cccc(Cl)c3)c(=O)n1C)n2C	29%	0%	10%	5	i	/	7%	0%	/
COc1ccc(-c2c(C)nn3c(C(F)(F)F)cc(C)nc23)cc1	27%	1%	21%	1	i	24	-8%	16%	-5%
COc1cccc(Nc2ncnc3onc(-c4ccccc4OC)c23)c1	22%	-11%	-1%	14	-42%[inhibitor]	25	-14%	7%	5%
CCOC(=O)C1=C(CC)Nc2ccccc2N=C1NC(=O)c1ccc(S(=O)(=O)N2CCOCC2)cc1	-15%	13%	35%[activator]	0	-19%	-1	-6%	10%	-4%
CCc1ccc2c(c1)C(NC(C)=O)C(=O)N2CCN1CCOCC1 (stereo unspecified)	-4%	-17%	1%	-5	i	-6	-1%	0%	3%
CS(=O)(=O)N(CC(=O)Nc1ccc(F)cc1)C1CCCCC1	15%	16%	7%	4	i	-6	-1%	7%	1%
CCSc1nc2c(c(=O)[nH]1)C(c1cccs1)C(C(=O)OC)=C(C)N2 (stereo unspecified)	-2%	7%	8%	-6	-4%	-12	-9%	0%	1%
CCOCCCn1c(SCC(=O)N2CCOCC2)nc2ccccc2c1=O	-12%	-2%	0%	5	-4%	6	?	9%	0%
CC(C)CNc1c(N)n(CC(C)C)c(=O)[nH]c1=O	7%	-5%	-10%	9	-22%	6	4%	-7%	-1%
Cc1ccc(-c2nsc(SCC(=O)NCc3ccc4c(c3)OCO4)n2)cc1	18%	4%	9%	1	-18%	20	?	-6%	5%
Cc1c(-c2ccccc2)[n+](=O)c(-c2ccco2)c(C)n1[O-]	3%	3%	7%	-7	i	-20	-8%	5%	-13%
OC[C@@H]1CN(Cc2ccccc2)C[C@H](n2cnc3c(N4CCN(c5ccccc5)CC4)ncnc32)O1	17%	-4%	?	8	-2%	-21	?	-7%	27%
CS(=O)(=O)N1CCc2cc(C(=O)Nc3ccc(Cl)cc3)ccc21	-21%	-12%	21%	94*	-79%[inhibitor]	?	-4%	18%	-3%
O=C(O)CCC(=O)N1CCc2cc(S(=O)(=O)NCCc3ccc(Cl)cc3)ccc21	5%	-2%	8%	5	i	-1	-13%	3%	-2%
Cc1nc2c(-c3ccccc3)c(C)nn2c(C)c1CCC(=O)N1CCN(c2ccc(F)cc2)CC1	14µM*	6%	3%	9	-28%	/	0%	0%	/
COc1ccccc1N1CCN(/N=C(\C)c2ccccc2O)CC1	8%	-15%	22%	0	-10%	4	18%	7%	0%
C=CCN1C(=O)/C(=C/c2ccc(OC(C)=O)c(OCC)c2[N+](=O)[O-])SC1=S	-11%[0.397 µM]	?	?	7	-35%[inhibitor]	-22	?	-1%	-56%[inhibitor]
Cc1cccc(N2CCN(C(=O)Cn3c(=O)c4cccn4c4ccc(F)cc43)CC2C)c1 (stereo unspecified)	-23%	-12%	-4%	-10	-20%	/	/	/	/
COc1ccccc1C(=O)Nc1nc2ccccc2[nH]1	-88%[inhibitor]	-9%	?	-4	-32%	3	4.1µM*	-9%	-69%[inhibitor]
COc1cccc(CNC(=O)CCCn2ccc3cc(S(=O)(=O)N4CCCC4)ccc32)c1	6%	-17%	?	8	i	4	-27%	8%	2%
O=C(CSc1nnc2ccc(-c3ccc(F)cc3)nn12)NCC1CCCO1 (stereo unspecified)	-6%	4%	8%	5	-17%	-3	0%	11%	2%
CC(=O)Nc1ccc(/C=C/C(=O)c2ccc3c(c2)OCCO3)cc1	18%	-20%	-6%	13	-24%	-4	-2%	10%	1%
C=CCn1c(SCC(=O)c2[nH]c(C)c(C(=O)OCC)c2C)nc2scc(-c3ccccc3)c2c1=O	-3%	32%[activator]	7%	4	-24%	-1	-20%	3%	-5%
COc1ccc(Cn2ccnc2SCC(=O)Nc2cccc(NC(C)=O)c2)cc1	-1%	12%[7.66 µM]	12%[7.66 µM]	-7	-16%	-7	?	1%	-6%
Continued:
SMILES	TDP-43 yeast inh	GLP1R cytotox	GLP-1R inv ag	DRD3 agonist	PTHR1 ag	D3 antag	KB-V1 cytotox	GLP1R ag	aSyn rescue
CCOC(=O)c1c(S(=O)(=O)N2CCC(C(=O)Nc3ncccc3C)CC2)c(C)n(C)c1C	24%	-7%	2%	8	i	/	10%	/	/
CNc1ncnc2c1ncn2[C@H]1CN(Cc2ccc(-c3ccccc3)cc2)C[C@@H](CO)O1	10%	3%	-19%	5	-18%	13	-7%	3%	2%
CN1CCN(S(=O)(=O)c2cc([N+](=O)[O-])ccc2N2CCCCCC2)CC1	-4%	-32%	10%	-4	-10%[57.5 µM]	-29	-7%	3%	0%
Cc1cc(C)cc(NC(=O)N2CCN(Cc3ccc4c(c3)OCO4)CC2)c1	0%	-8%	?	-16	i	-10	?	0%	-4%
NC(=O)c1nsc(C(=O)N(c2cccc(F)c2)C(C(=O)NC2CCCC2)c2ccc(O)cc2)c1N (stereo unspecified)	3%	-3%	-15%	3	-12%	-9	0%	9%	1%
CCOc1ccc(NC(=O)CC2Nc3ccccc3NC2=O)cc1 (stereo unspecified)	-6%	-6%	13%	-2	i	13	-7%	10%	-2%

Only part of the results is shown. The share of hits here may be higher or lower than overall.
